FadD28 binding = inhibitors of FadD28 bisubstrate probe binding, primary screen, biochemical, fluorescence polarization, single point. actives 0.22% (n = 360,000). AID 588549, 2011. inhibition, % at 12.5 µM. Mycobacterium tuberculosis FadD28 fatty-acid-AMP ligase; in the data active = inhibition above about 8.5%, passing the limit was not always enough; inconclusive = no clear call, values can overlap the other calls
Mtb FBA inh = Mtb FBA enzyme inhibitors, primary screen, biochemical, fluorescence, strain H37Rv; Fructose-bisphosphate aldolase (Mycobacterium tuberculosis (strain ATCC 25618 / H37Rv)), …; purified M. tuberculosis FBA, fluorescence read-out; inhibition, % at 1 µM; actives 2.3% (n = 360,000); AID 588726, 2011; in the data active = inhibition above about 27%;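 note: 0% = vehicle and 100% = reference inhibitor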
MazEF act = activators of E. coli MazEF toxin-antitoxin RNase, primary screen, biochemical, fluorescence, uHTS; FAM/BHQ RNA-DNA oligo cleavage fluorescence, 5 h; activation, % at 20 µM; actives 0.32% (n = 350,000); in the data active = activation above about 50%
Target sequence (P0AE70 whole entry, looked up): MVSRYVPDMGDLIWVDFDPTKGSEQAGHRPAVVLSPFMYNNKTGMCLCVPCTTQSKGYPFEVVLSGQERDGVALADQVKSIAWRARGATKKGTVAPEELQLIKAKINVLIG
BoNT-F LC inh = BoNT/F light chain protease inhibitors, primary screen, biochemical, flow cytometry, MLPCN library; Multiplex microsphere protease cleavage assay; AID 588497, 2011; actives 0.22% (n = 360,000); inhibition, % at 10 µM; in the data active = inhibition above about 35%, passing the limit was not always enough; inconclusive = no clear call, values can overlap the other calls; note: plate controls were buffer without enzyme for full effect and enzyme alone for no effect
GDH-TPI counter = GDH-TPI coupling enzyme inhibitors, primary screen, artefact control for M. tuberculosis FBA inhibitor project, biochemical, absorbance, full deck. actives 1.2% (n = 360,000). GDH-TPI coupled enzyme counterscreen, NADH absorbance. inhibition, % at 4.8 µM; in the data active = inhibition above about 30%;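 note: 0% = DMSO wells and 100% = wells lacking the enzyme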
Rv3671c protease = Rv3671c serine protease inhibitors, primary screen, biochemical, fluorescence polarization, M. tuberculosis H37Rv; P9WHR9; inhibition, % at 5.96 µM; actives 0.048% (n = 320,000); AID 2606, 2010; in the data active = inhibition above about 38%;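 note: extracellular domain of Rv3671c used as enzyme; 0% = enzyme with DMSO and 100% = no enzyme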
UGM FP inh = M. tuberculosis UGM enzyme inhibitors, primary screen, biochemical, fluorescence polarization, single point; inhibition, % at 10 µM; AID 504406, 2011; UDP-galactopyranose mutase (Mycobacterium tuberculosis (strain ATCC 25618 / H37Rv)), …; purified UGM, fluorescence polarization probe displacement; actives 0.06% (n = 320,000); in the data active = inhibition above about 10%, passing the limit was not always enough; inconclusive = no clear call, values can overlap the other calls
Target sequence (P9WIQ1 whole entry, looked up): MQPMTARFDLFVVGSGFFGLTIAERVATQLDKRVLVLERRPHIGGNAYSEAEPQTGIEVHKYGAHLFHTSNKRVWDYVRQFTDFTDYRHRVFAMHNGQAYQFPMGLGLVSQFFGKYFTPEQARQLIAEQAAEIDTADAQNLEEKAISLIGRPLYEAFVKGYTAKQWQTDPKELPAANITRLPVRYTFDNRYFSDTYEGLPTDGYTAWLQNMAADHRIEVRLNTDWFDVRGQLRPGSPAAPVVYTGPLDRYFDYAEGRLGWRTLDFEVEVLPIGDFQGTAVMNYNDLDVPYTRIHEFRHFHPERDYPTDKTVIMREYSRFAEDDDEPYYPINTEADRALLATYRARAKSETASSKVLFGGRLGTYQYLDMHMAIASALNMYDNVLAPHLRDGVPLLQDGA
PrPC TRFRET = inhibitors of human cell surface prion protein PrPC, primary screen, cell-based, TR-FRET; TR-FRET read-out; actives 0.43% (n = 370,000); inhibition, % at 13.8 µM; Major prion protein (Homo sapiens), P04156; in the data active = inhibition above about 24%; note: 0% = median of the test wells and 100% = reference compound wells
BioA inh = M. tuberculosis BioA enzyme inhibitors, primary screen, biochemical, plate reader, single point, HTS; 7,8-diaminopelargonic acid synthase BioA (Mycobacterium tuberculosis); purified M. tuberculosis BioA enzyme; inhibition, % at 9.99 µM; actives 0.096% (n = 360,000); AID 602481, 2012; in the data active = inhibition above about 40%; inconclusive = no clear call, values can overlap the other calls
An asterisk follows results filed as active; ? = inconclusive; / = not tested or not shown; + = active, no number.

Below each compound – FadD28 binding	Mtb FBA inh	MazEF act	BoNT-F LC inh	GDH-TPI counter	Rv3671c protease	UGM FP inh	PrPC TRFRET	BioA inh
(1) COc1ccc(Cl)cc1NC(=O)COC(=O)CNC(=O)c1ccc([N+](=O)[O-])c(C)c1
 : -3.9	-8	9	-2	-8	-6	1.8	-5	2.8
(2) O=c1c2c([nH]c3ccccc13)CCCCC2
 : -0.5	-1	5	-3	6	-9	0.5	6	/
(3) COc1ccccc1CNC(=O)CCNC(=O)Cn1ccc2ccccc2c1=O
 : 0.0	3	0	4	4	-1	3.3	-4	-0.6
(4) COc1ccccc1-c1sc2ccccc2c1-c1ccc(OCCN2CCOCC2)cc1
 : -4.5	3	11	-5	4	/	/	0	0.4
(5) CCC1CN(C(=O)N2CCC(C(=O)NCc3ccc(OC)cc3OC)CC2)c2ccccc2O1 (stereo not given)
 : 1.4	5	6	5	-3	4	-0.7	-1	-4.7
(6) Cc1c(O)ccc2cc(S(=O)(=O)c3ccccc3)c(=O)oc12
 : -0.1	+	-14	?	3	-4	1.8	-4	0.0
(7) CCN(CC)Cc1csc(C(N)=O)c1
 : -0.7	1	1	16	-7	-5	2.4	-2	/
(8) Cc1nn(CC(=O)Nc2ccc3c(c2)CCC3)c(C)c1[N+](=O)[O-]
 : 0.0	2	7	-3	6	-1	1.5	2	-6.3
(9) O[C@H]1C[C@H](c2ccc(Cl)cc2)N(Cc2cccs2)C[C@@H]1n1cc(C2CC2)nn1
 : -4.3	-1	0	-5	-9	/	/	0	-0.1
(10) CC(=O)Nc1ccc(-c2ccnc3c2CC(C)(C(=O)Nc2ccc(C(C)C)cc2)O3)cc1 (stereo not given)
 : -8.5	2	/	-13	-3	/	/	0	0.6
(11) CC(C)(C)c1ccc(C(=O)N2CCCN(C(=O)c3ccc(C(C)(C)C)cc3)CC2)cc1
 : -1.4	-2	8	0	11	7	-2.5	2	/
(12) CN(CC(=O)NCc1ccccc1F)S(=O)(=O)c1ccc(Cl)cc1
 : -1.9	5	-10	1	7	-1	1.0	5	-0.6
(13) CC(C)N(C(=O)Cn1c(-c2cccnc2)ccc(C#N)c1=O)C(C)C
 : -1.0	2	7	-24	7	1	2.9	9	-0.8
(14) Cc1nnc2n(-c3ccccc3)c(=O)c3c4c(sc3n12)COC(C(C)C)C4 (stereo not given)
 : 0.6	-3	7	-1	2	12	0.3	-7	-1.0
(15) Cc1cc(=O)oc2cc(OCC(=O)c3ccccc3)ccc12
 : -1.6	5	5	?	9	7	0.2	-2	-0.7
(16) CCS(=O)(=O)N1Cc2ccccc2CC1C(=O)NC(C)C12CC3CC(CC(C3)C1)C2 (stereo not given)
 : 0.4	0	8	-11	4	-8	3.5	31*	-0.2
(17) Cc1ccc(S(=O)(=O)NC(=O)N2CCCC(C)(C)C2)cc1
 : -3.1	0	-4	6	-1	4	1.4	0	-0.1
(18) Cc1cnc(NC(=O)CSc2nc3ccccc3c(=O)[nH]2)s1
 : -1.5	-2	-3	-19	-4	2	1.2	4	1.7
(19) CCNC(=O)C1(C)CCCN(C(=O)c2ccccc2Br)C1 (stereo not given)
 : -1.0	3	/	2	12	/	/	1	-0.2
(20) COc1ccccc1OCc1cc(-c2ccccc2)no1
 : -0.8	-2	5	-4	-1	-10	-0.3	2	/

Quoted at random: 5 compounds from above.
Below each compound – FadD28 binding	Mtb FBA inh	MazEF act	BoNT-F LC inh	GDH-TPI counter	Rv3671c protease	UGM FP inh	PrPC TRFRET	BioA inh
(16) CCS(=O)(=O)N1Cc2ccccc2CC1C(=O)NC(C)C12CC3CC(CC(C3)C1)C2 (stereo not given)
 : 0.4	0	8	-11	4	-8	3.5	31*	-0.2
(17) Cc1ccc(S(=O)(=O)NC(=O)N2CCCC(C)(C)C2)cc1
 : -3.1	0	-4	6	-1	4	1.4	0	-0.1
(9) O[C@H]1C[C@H](c2ccc(Cl)cc2)N(Cc2cccs2)C[C@@H]1n1cc(C2CC2)nn1
 : -4.3	-1	0	-5	-9	/	/	0	-0.1
(12) CN(CC(=O)NCc1ccccc1F)S(=O)(=O)c1ccc(Cl)cc1
 : -1.9	5	-10	1	7	-1	1.0	5	-0.6
(1) COc1ccc(Cl)cc1NC(=O)COC(=O)CNC(=O)c1ccc([N+](=O)[O-])c(C)c1
 : -3.9	-8	9	-2	-8	-6	1.8	-5	2.8

Profiles from above:
CCS(=O)(=O)N1Cc2ccccc2CC1C(=O)NC(C)C12CC3CC(CC(C3)C1)C2 (stereo not given) is listed as FadD28 binding: 0.4; Mtb FBA inh: 0; MazEF act: 8; BoNT-F LC inh: -11; GDH-TPI counter: 4; Rv3671c protease: -8; UGM FP inh: 3.5; PrPC TRFRET: 31*; BioA inh: -0.2
CC(=O)Nc1ccc(-c2ccnc3c2CC(C)(C(=O)Nc2ccc(C(C)C)cc2)O3)cc1 (stereo not given) is listed as FadD28 binding: -8.5; Mtb FBA inh: 2; MazEF act: /; BoNT-F LC inh: -13; GDH-TPI counter: -3; Rv3671c protease: /; UGM FP inh: /; PrPC TRFRET: 0; BioA inh: 0.6

More records
Below each compound – FadD28 binding	Mtb FBA inh	MazEF act	BoNT-F LC inh	GDH-TPI counter	Rv3671c protease	UGM FP inh	PrPC TRFRET	BioA inh
(21) CC(C)Oc1ccc(Cc2c(O)nc(NCCCN(C)C)[nH]c2=O)cc1
 : -3.3	-2	-1	1	1	2	-0.2	-3	-2.0
(22) O=C(COC(=O)c1ccccc1OCc1ccccc1Cl)NCC1CCCO1 (stereo not given)
 : -0.9	-1	-1	-2	-1	8	-4.7	-3	-0.7
(23) O=C(Oc1ccc(Br)cc1)c1cccnc1
 : -2.8	2	8	16	-1	-2	1.7	-3	-0.9
(24) Nc1ccc2nc(-c3ccccn3)[nH]c2c1
 : ?	-1	11	-10	29	33	1.3	-2	0.4
(25) Cc1cc(NC(=O)CSCCc2ccncc2)no1
 : -3.7	0	13	10	-6	1	2.2	2	0.2
(26) CCOC(=O)c1cccc(NC(=O)CCOc2ccccc2)c1
 : -1.4	3	4	-14	0	4	-1.1	-11	/
(27) O=[N+]([O-])c1cc(NS(=O)(=O)c2ccc(Cl)nc2)ccc1Cl
 : -0.6	-3	0	-280	14	3	-0.2	6	3.1
(28) CN1CCN(c2ncnc3c2ncn3[C@H]2CN(Cc3cccnc3)C[C@@H](CO)O2)CC1
 : -2.8	0	/	-3	-9	/	/	7	-1.2
(29) Cc1cccc(OCC(=O)Nc2cc(NC(=O)COc3cccc(C)c3)cc(C(=O)O)c2)c1
 : -3.6	-1	-7	2	-3	-9	-2.3	6	1.3
(30) CCCCn1c(SCC(=O)Nc2cccc(OC)c2)nc2ccc(N3CCOCC3)cc2c1=O
 : -4.1	6	-4	8	5	-12	-2.3	7	/
(31) NC(=O)CN(c1ccccc1)C1SC(=O)N(Cc2ccccc2)C1=O (stereo not given)
 : -0.2	1	6	-4	5	-6	0.5	1	-0.5
(32) COc1ccc(NC(=O)c2cc(Cl)ccc2Cl)c([N+](=O)[O-])c1
 : -3.0	-3	2	-3	-4	-4	-0.5	-11	0.2

Some of these compounds in order of formula weight, high to low.
Below each compound – FadD28 binding	Mtb FBA inh	MazEF act	BoNT-F LC inh	GDH-TPI counter	Rv3671c protease	UGM FP inh	PrPC TRFRET	BioA inh
(16) CCS(=O)(=O)N1Cc2ccccc2CC1C(=O)NC(C)C12CC3CC(CC(C3)C1)C2 (stereo not given)
 : 0.4	0	8	-11	4	-8	3.5	31*	-0.2
(14) Cc1nnc2n(-c3ccccc3)c(=O)c3c4c(sc3n12)COC(C(C)C)C4 (stereo not given)
 : 0.6	-3	7	-1	2	12	0.3	-7	-1.0
(13) CC(C)N(C(=O)Cn1c(-c2cccnc2)ccc(C#N)c1=O)C(C)C
 : -1.0	2	7	-24	7	1	2.9	9	-0.8

Compound activity: PubChem, several laboratories

Outcome played no part in choosing rows; about 4.8% have a hit in one of these screens.
